# Bioassay records as filed in PubChem.
# A3A deaminase: inhibitors of human APOBEC3A DNA deaminase | P31941 | recombinant A3A, FAM/TAMRA ssDNA deamination fluorescence | inhibition, % at 20 µM | 0.41% of 330,000 active;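 active = at least 40% inhibition at 20 µM here, with at most 30% in a related deaminase screen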;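 note: plate controls were A3A with DMSO for no effect and wells lacking A3A enzyme for full effect; some results filed as inactive read as strong as hits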
# hIAP activ: increases human intestinal alkaline phosphatase activity | P09923 | purified human IAP, CDP-Star luminescence, 30 min; hits give high values; 1 = vehicle-only enzyme, 0 = enzyme-free background | activation factor at 10 µM | 0.16% of 330,000 active;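 active = activation factor of the enzyme at least 2-fold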; note: the source names both 10 and 20 µM as test concentration; values of inactives mirror those of a sister screen read the other way
# Target sequence (P09923 whole entry, looked up): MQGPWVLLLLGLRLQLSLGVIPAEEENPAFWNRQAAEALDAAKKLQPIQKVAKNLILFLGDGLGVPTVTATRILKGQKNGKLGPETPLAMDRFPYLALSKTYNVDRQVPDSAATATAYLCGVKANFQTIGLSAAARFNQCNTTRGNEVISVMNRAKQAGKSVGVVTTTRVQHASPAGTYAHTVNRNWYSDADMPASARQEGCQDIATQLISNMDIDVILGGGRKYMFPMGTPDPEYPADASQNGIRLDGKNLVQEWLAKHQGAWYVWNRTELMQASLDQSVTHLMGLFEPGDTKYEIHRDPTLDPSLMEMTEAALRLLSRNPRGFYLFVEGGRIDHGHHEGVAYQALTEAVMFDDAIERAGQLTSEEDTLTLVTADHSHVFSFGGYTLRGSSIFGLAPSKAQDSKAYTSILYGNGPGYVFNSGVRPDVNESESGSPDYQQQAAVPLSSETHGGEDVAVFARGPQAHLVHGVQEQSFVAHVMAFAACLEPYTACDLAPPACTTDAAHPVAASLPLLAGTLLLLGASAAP
# hIAP block: human IAP inhibition; purified IAP, CDP-Star luminescence, 30 min; 0.12% of 330,000 active; inhibition, % at 10 µM; P09923;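 active = inhibition reaching a set limit with compound at 10 µM in the primary screen, cut at about 35% in these data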;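 note: plate controls were DMSO wells with enzyme for no effect and no-enzyme buffer wells for full effect; values of inactives mirror those of a sister screen read the other way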
# ATG4B inhibitor: blocks human ATG4B protease cleavage of LC3 substrate; Q9Y4P1; AID 504462; inhibition, % at 8.33 µM; 0.51% of 340,000 active; ATG4B cleavage of LC3-PLA2, NBD-HPC fluorescence, 1 h; in the data active = inhibition above about 40%
# Target sequence (Q9Y4P1 whole entry, looked up): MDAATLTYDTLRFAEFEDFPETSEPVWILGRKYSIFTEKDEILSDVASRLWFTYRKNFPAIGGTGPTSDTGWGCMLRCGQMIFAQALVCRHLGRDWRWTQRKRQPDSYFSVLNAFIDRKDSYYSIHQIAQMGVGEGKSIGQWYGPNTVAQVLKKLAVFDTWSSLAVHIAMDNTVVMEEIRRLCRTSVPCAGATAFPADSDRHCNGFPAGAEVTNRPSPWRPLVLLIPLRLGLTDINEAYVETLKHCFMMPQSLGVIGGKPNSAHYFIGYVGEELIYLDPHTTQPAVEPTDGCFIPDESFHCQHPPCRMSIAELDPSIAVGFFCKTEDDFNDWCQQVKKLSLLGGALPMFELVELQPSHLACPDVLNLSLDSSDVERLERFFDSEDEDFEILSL
# mIAP act: mouse IAP activation; muIAP, CDP-Star luminescence, 30 min; hits give high values; 1 = vehicle-only enzyme signal, 0 = enzyme-free wells; activation factor at 10 µM; 0.24% of 330,000 active; AID 2805;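 active = activation factor of at least 2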; note: the source names both 10 and 20 µM as test concentration; values of inactives mirror those of a sister screen read the other way
#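 Assay system: mouse IAP enzyme / Compound: DMSO-dissolved test compounds / Timing: 30 min, room temperature / Measured by: luminescence from enzymatic CDP-Star hydrolysis / Control set: DMSO-only wells, enzyme-free buffer wells as negative control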
# HKDC1 inh: HKDC1 (human) hexokinase inhibition | Q2TB90 | recombinant HKDC1, G6PDH/diaphorase resazurin coupled fluorescence | inhibition, % at 20 µM | 0.16% of 340,000 active | AID 493160;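 active = inhibition above about 35% when tested at 20 µM, limit read from the data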;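 note: plate controls were DMSO wells with enzyme for no effect and DMSO wells lacking enzyme for full effect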
#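 System: Recombinant HKDC1 hexokinase | Amount: HKDC1 at 5 µg/mL | Reagent: Glucose with 1 mM ATP | Doses: Single 20 µM dose | Incubation: Reaction time 90 min, room temperature, protected from light | Signal: Coupled resazurin fluorescence, excitation 525 nm, emission 613 nm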
# mIAP block: mouse IAP inhibition; purified mouse IAP, CDP-Star luminescence, 30 min; 0.2% of 330,000 active; AID 2806; inhibition, % at 10 µM;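 active = inhibition of at least 40% at 10 µM in the primary screen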;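 note: plate controls were DMSO with enzyme for no effect and no enzyme wells for full effect; values of inactives mirror those of a sister screen read the other way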
# PfGluPho inh: PfG6PD (Plasmodium falciparum) enzyme inhibition; PfGluPho enzyme, NADPH resazurin-diaphorase fluorescence; 0.78% of 350,000 active; inhibition, % at 20 µM; AID 504690;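 active = inhibition reaching at least a set limit at 20 µM in the primary screen, cut at about 59% in these data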;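 note: 0% = DMSO wells with substrate and 100% = DMSO wells lacking glucose-6-phosphate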
# Active calls of the source: *; . = not tested or not shown.
# Values run as follows: hIAP activ, HKDC1 inh, mIAP act, ATG4B inhibitor, mIAP block, PfGluPho inh, A3A deaminase, hIAP block
CCC(C)[C@H](NC(=O)NCCCN1CCOCC1)C(=O)OC (some centres not stated)
  0.833, 2.4, 0.966, -2.6, 3.4, 0.6, 1.3, 16.7
COc1ccc(C(=O)NCC(c2ccco2)N(C)C)cc1S(=O)(=O)NCc1ccc(Cl)cc1 (configuration not stated)
  0.958, -2.3, 0.95, -13.7, 5.0, 18.2, -4.1, 4.2
O=C(N/N=C/c1ccsc1)c1cc(-c2ccncc2)nc2ccccc12
  0.978, -5.5, 1.05, -19.8, -5.3, 2.5, 1.0, 2.2
N=c1ncn(CC(O)CO)c2nc(N3CCOCC3)[nH]c12 (configuration not stated)
  0.997, 4.2, 1.08, -2.2, -8.0, -14.8, 0.0, 0.3
Clc1ccc(C2NCCc3sccc32)cc1 (configuration not stated)
  0.775, -11.7, 0.92, 5.1, 8.0, -2.9, -3.2, 22.5
CCSc1nc2ccccc2n1S(=O)(=O)c1ccccc1
  1.02, -3.4, 1.12, -3.2, -11.6, -1.5, -1.4, -2.4
O=C(CNC(=O)c1ccco1)OCc1ccc(Br)cc1
  0.752, 1.4, 1.01, -6.5, -1.0, -3.7, 0.5, 24.8
COc1ccc(NC(=O)CSCc2cc(=O)n3cc(C)sc3n2)cc1
  1.04, -3.2, 0.957, 3.2, 4.3, -1.7, -6.1, -4.4
CCc1ccc(NC(=O)CSc2nc3nc(C)cc(C)n3n2)cc1
  1.29, 7.9, 1.08, 0.0, -7.8, -6.8, -2.2, -29.5
Cc1ccc2oc(-c3cccc(NC(=O)/C=C/c4cccc([N+](=O)[O-])c4)c3C)nc2c1
  1.05, -13.3, 0.885, -1.8, 11.5, 10.4, -2.2, -4.6
COC(=O)N/N=C/c1cn(CC(C)COc2ccccc2)c2ccccc12 (configuration not stated)
  0.969, -1.1, 1.11, 37.9, -10.6, -1.8, 1.1, 3.1
Cc1ccc(S(=O)(=O)N2CCN(Cc3cc4c(cc3Br)OCCO4)CC2)cc1
  1.07, 2.0, 0.989, -9.5, 1.1, 12.7, 12.0, -7.4
COc1ccc(NC(=S)Nc2cc(C)[nH]n2)cc1Cl
  1.17, 0.3, 0.922, 2.3, 7.8, 27.9, -1.8, -17.1
CC(C)CN1C=C2C(=O)C(C)(OC(=O)C3CCCC3)C(=O)C=C2C=C1c1ccsc1 (configuration not stated)
  0.906, 21.3, 1.07, 1.6, -6.7, 44.2, 1.8, 9.4
Cc1nn(C(=O)c2ccc([N+](=O)[O-])cc2)c(C)c1Br
  0.992, -1.9, 1.08, 4.3, -7.7, -11.9, 0.7, 0.8
CCOc1ccccc1NC(=S)/C(=C(\[O-])c1ccc2c(c1)OCCO2)[n+]1ccc(CC)cc1
  1.07, 2.0, 0.856, -8.8, 14.4, -0.9, -2.3, -7.5
CCCCNS(=O)(=O)c1ccc2nc(SCC(=O)c3ccc(C#N)cc3)[nH]c2c1
  1.11, 7.4, 1, -41.6, -0.3, 13.4, -10.8, -10.6
Cc1cc(C)c(NC(=O)CCCSc2nnc(N)s2)c(C)c1
  0.914, -7.8, 0.891, -6.3, 10.9, 9.2, -3.3, 8.6
CC(CCc1ccccc1)NC(=O)COc1ccc(S(=O)(=O)N2CCOCC2)cc1[N+](=O)[O-] (configuration not stated)
  0.908, 0.5, 0.871, -18.8, 12.9, 1.0, 3.8, 9.2
O=C(COC(=O)c1ccccn1)Nc1ccc2c(c1)OCCO2
  0.973, 1.1, 0.999, -7.2, 0.1, 14.4, -1.3, 2.7
CCn1c(=O)c2cc(C(=O)NCCN3CCOCC3)sc2c2ccccc21
  1.04, 11.6, 1.01, -4.8, -1.5, 17.6, -0.4, -4.0
O=C(NC(=S)N1CCN(C(c2ccccc2)c2ccccc2)CC1)c1ccc(S(=O)(=O)N2CCOCC2)cc1
  1.14, -9.9, 0.966, -5.4, 3.4, -3.3, -2.0, -13.5
CC(=O)[C@H]1[C@H](C#N)C[C@H]2[C@@H]3CC=C4C[C@@H](O)CC[C@]4(C)[C@H]3CC[C@@]21C
  1.08, -2.8, 1.11, -0.1, -11.3, -2.5, -1.4, -8.3
CC(=O)Nc1ccc(S(=O)(=O)N2CCN(S(=O)(=O)c3cccs3)CC2)cc1
  0.989, 7.8, 0.96, -6.5, 4.0, -10.0, -1.4, 1.1
COc1cccc(CNC(=O)CS(=O)(=O)Cc2nc(-c3ccc(C)cc3)oc2C)c1OC
  1.02, -2.5, 1.08, -23.1, -8.4, -11.4, -2.3, -2.1
O=C(O)CCC(=O)N(Cc1cccnc1)Cc1cccc(F)c1
  0.926, -6.9, 0.922, 0.2, 7.8, -1.4, -0.8, 7.4
C[C@]12c3[nH]c4cc(-c5ccco5)ccc4c3CCN1C(=O)[C@@H](CC(=O)NCCC1=CCCCC1)C[C@@H]2C(=O)N1CCOCC1
  ., -0.9, 1.21, -1.9, -7.0, 24.7, 5.6, .
O=C(c1cccc(S(=O)(=O)N2CCCCC2)c1)N1CCCCC1
  0.879, -13.0, 1.03, -6.1, -3.5, -10.3, -0.9, 12.1
COc1ccccc1C1OC(c2cccc([N+](=O)[O-])c2)=NN1C(C)=O (configuration not stated)
  1.07, 3.4, 0.969, -8.3, 3.1, 10.1, 0.6, -7.1
COc1ccccc1-c1ccc(Nc2cccc(C(C)=O)c2)nn1
  1.04, -3.8, 1.11, 3.3, -10.6, 15.7, 0.4, -3.8

# An excerpt from above in order of their number in hIAP activ, falling.
Compound | hIAP activ | HKDC1 inh | mIAP act | ATG4B inhibitor | mIAP block | PfGluPho inh | A3A deaminase | hIAP block
CC(=O)[C@H]1[C@H](C#N)C[C@H]2[C@@H]3CC=C4C[C@@H](O)CC[C@]4(C)[C@H]3CC[C@@]21C | 1.08 | -2.8 | 1.11 | -0.1 | -11.3 | -2.5 | -1.4 | -8.3
Cc1ccc(S(=O)(=O)N2CCN(Cc3cc4c(cc3Br)OCCO4)CC2)cc1 | 1.07 | 2.0 | 0.989 | -9.5 | 1.1 | 12.7 | 12.0 | -7.4
CC(CCc1ccccc1)NC(=O)COc1ccc(S(=O)(=O)N2CCOCC2)cc1[N+](=O)[O-] (configuration not stated) | 0.908 | 0.5 | 0.871 | -18.8 | 12.9 | 1.0 | 3.8 | 9.2

# Remaining list, next part
# Values run as follows: hIAP activ, HKDC1 inh, mIAP act, ATG4B inhibitor, mIAP block, PfGluPho inh, A3A deaminase, hIAP block
COc1ccccc1N1CCN(C2CCCN(C(=O)c3ccsc3)C2)CC1 (configuration not stated)
  1.04, -3.7, 0.997, 7.3, 0.3, -2.5, -1.2, -4.4
O=C(NCCc1ccccc1)c1ccco1
  0.991, -1.1, 1.05, -4.2, -5.0, 7.0, 4.2, 0.9
CCCNC(=O)Nc1cc(OCC)c(N2CCOCC2)cc1OCC
  0.752, 10.1, 1.08, -8.8, -7.6, 30.6, 1.6, 24.7
CC(=O)NC1C(=O)N(CCN2CCOCC2)c2ccc(Br)cc21 (configuration not stated)
  0.889, 80.8*, 0.947, 11.9, 5.3, 18.9, 0.9, 11.1
CCOC(=O)c1cc(-c2cc3ccccc3o2)nc2c1c(=O)[nH]c(=O)n2CCOC
  1.09, -1.0, 0.933, 1.9, 6.7, -11.7, 0.6, -8.6
CCN(CC)CCCn1c2c(c(SCC(=O)Nc3ccc4c(c3)OCCO4)nc1=O)CCC2
  0.956, -2.7, 0.985, -1.2, 1.5, 5.6, -0.2, 4.4
CCOC(=O)c1c(C)[nH]c(C(=O)CN(C)CC(=O)Nc2ccccc2Cl)c1C
  1.07, -2.1, 0.953, -12.2, 4.7, 5.9, 0.8, -7.4
Cc1ccc2c(c1)N/C(=C(\C=C(/Cl)[N+](=O)[O-])[N+](=O)[O-])N2
  1.01, ., 0.895, ., 10.5, ., -3.0, -0.9
Cc1cccn2c(=O)c3cc(C(=O)NC4CCS(=O)(=O)C4)sc3nc12 (configuration not stated)
  1.04, 1.5, 1.05, -8.4, -5.5, 13.9, -0.2, -4.4
N/C(=N\OC(=O)c1cccc(Cl)c1)c1ccccn1
  1.07, 11.6, 0.994, -3.4, 0.6, 6.7, -4.6, -6.8
COc1ccc(CSc2nc3ccccc3[nH]2)cc1
  0.965, 2.2, 1.04, -6.9, -4.1, 9.4, 2.9, 3.5
O=C(Nc1ccc(N2CCOCC2)cc1)c1ccc(S(=O)(=O)NCc2ccco2)cc1
  1.01, -1.3, 1.11, 2.0, -10.6, 14.3, -2.5, -0.9
COc1ccc(OC)c(NC(=O)c2c(NC(=O)c3ccco3)sc3c2CCC3)c1
  0.841, ., 0.953, ., 4.7, ., 1.4, 15.9
CC(C)CCN(C(=O)C1=COCCO1)c1c(N)n(Cc2ccccc2)c(=O)[nH]c1=O
  0.962, -3.0, 0.976, 10.3, 2.4, -6.6, 3.9, 3.8
COc1ccc(-c2[nH]ncc2-c2nc(C)cs2)c(O)c1
  1.11, -0.6, 0.975, 2.4, 2.5, -6.0, -1.4, -10.6

# Single entries from above:
# A3A deaminase with COc1ccc(-c2[nH]ncc2-c2nc(C)cs2)c(O)c1 is entered as -1.4
# HKDC1 inh with N/C(=N\OC(=O)c1cccc(Cl)c1)c1ccccn1 is entered as 11.6

# The list goes on:
# Values run as follows: hIAP activ, HKDC1 inh, mIAP act, ATG4B inhibitor, mIAP block, PfGluPho inh, A3A deaminase, hIAP block
CCCC(C)(C)NC(=O)CCCCC(=O)NC(C)(C)CCC
  0.988, -2.5, 0.915, 6.1, 8.5, -4.9, -2.4, 1.2
O=C(Nc1ccccn1)c1ccc(COc2ccccc2Cl)o1
  1.02, -0.8, 1.01, -6.7, -1.2, -0.1, -2.8, -1.8
O=C(CCl)N1N=C(c2cccs2)CC1c1ccco1 (configuration not stated)
  0.954, 10.2, 0.996, 4.3, 0.4, 2.2, -3.0, 4.6
CCNS(=O)(=O)c1ccc(NC(=O)CC(C)c2ccccc2)cc1 (configuration not stated)
  1.17, -5.5, 1, -4.8, -0.5, -11.0, -0.4, -17.2
O=C(OCC(=O)N1CCCC1=O)c1ccc(Cl)cc1[N+](=O)[O-]
  1.03, -2.8, 1.07, 5.9, -7.2, 19.3, 3.4, -3.5
Nc1c(Cl)cc2c(c1Oc1ccccc1)C(=O)c1ccccc1C2=O
  0.74, 11.6, 0.813, 7.3, 18.7, -27.8, 0.6, 26.0
COc1ccc(C(=O)NC2CCCc3c2cnn3-c2cc(F)cc(F)c2)c(OC)n1 (configuration not stated)
  1.11, 0.1, 0.952, 0.4, 4.8, 2.1, 0.3, -10.8
Cc1ccc(S(=O)(=O)N2CCCCC2)cc1C(=O)OC(C)C(=O)NC1CCCCC1C (configuration not stated)
  0.909, -3.4, 0.939, -7.5, 6.1, 8.9, 0.4, 9.1
COc1ccc(S(=O)(=O)N2CCN(C(=O)c3cc(C)oc3C)CC2)cc1OC
  0.898, 0.7, 1.05, -33.8, -5.0, -7.8, 0.9, 10.2
O=C(CN1C(=O)c2ccccc2C1=O)c1ccccc1
  1.13, 5.0, 1.04, 18.1, -4.1, -10.4, -1.5, -12.8
CCOC(=O)CSc1nnc(Cc2cc(=O)[nH]c(=O)[nH]2)n1-c1cccc(OC)c1
  1.06, 4.4, 1.06, 0.3, -6.1, 6.2, -1.9, -5.9

# Entries listed so far that bear a hit mark in HKDC1 inh.
# Values run as follows: hIAP activ, HKDC1 inh, mIAP act, ATG4B inhibitor, mIAP block, PfGluPho inh, A3A deaminase, hIAP block
CC(=O)NC1C(=O)N(CCN2CCOCC2)c2ccc(Br)cc21 (configuration not stated)
  0.889, 80.8*, 0.947, 11.9, 5.3, 18.9, 0.9, 11.1
